Screens deposited in PubChem by National Center for Advancing Translational Sciences (NCATS).
AT treatment = candidate therapy for ataxia-telangiectasia. AID 485349. […] A-T fibroblasts, KAP-1 phosphorylation AlphaLISA; neocarzinostatin DNA damage 30 min before lysis. actives 0.19% (n = 320,000). Potency, µM (top dose mostly 57.5 µM), for the others: top-dose activation, hits mostly activators; note: potency is the fitted concentration of half-maximal effect; % of control where 0% means no effect; nearly all actives have a fitted effect of over 45% in size
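hTERT-immortalized A-T patient fibroblasts ([…]), 500 cells/well in OPTI-MEM, 1% FBS, got compounds for 60 min, then NCS for 30 min at 37C. Lysates were then assayed for phospho-KAP-1 by AlphaLISA (anti-pKAP1 donor, anti-KAP1 acceptor beads), 6 hr at 25C.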
ELG1 repair inh = inhibitors of ELG1-dependent DNA repair in HEK293T cells | actives 2.3% (n = 330,000) | Potency, µM (titrated, usually from 46.1 µM), inactives show at the top dose activity change, negative = inhibition, most hits filed as inhibitors | HEK293T ELG1-luciferase reporter, luminescence, 16 h; DNA damage induced by 5-fluorouridine | AID 504467; note: potency is the fitted concentration of half-maximal effect; % is set by controls: 0 for no effect and ±100 for the full control effect; nearly all actives have a fitted effect of over 55% in size
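DMSO vehicle served as the neutral condition. Each well held 2,000 cells given 5-fluorouridine plus compound; after 16 hr at 37 °C/5% CO2, ONE-Glo was added and luciferase measured 30 min later.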
CXXC DNA block = MLL CXXC-DNA interaction inhibition | Q03164 | MLL-CXXC / FITC-HOXA9 DNA fluorescence polarization | Potency, µM (titrated, usually from 115 µM), for the others: at the highest dose activity change, negative = inhibition, actives largely listed as inhibitors | actives 0.037% (n = 290,000) | AID 2662; active = well fitted inhibition curve with a large enough effect in the polarisation, with a control signal flat, not every such curve was filed as active; inconclusive = small, poorly fitted or top-dose-only effect, or effect the other way, or a change in a side signal; inactive = no such curve, though single readings can be large or run the other way; the % refers to the polarisation; note: potency is the fitted concentration of half-maximal effect
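Purified MLL-CXXC (added from a 7 uM solution) was preincubated 5 min at ambient with pinned compounds in 50 mM Tris-HCl pH 7.5, 50 mM NaCl, 1 mM DTT, 0.05% BSA. Fluorescein-labeled HOX-A9 DNA (50 nM solution) followed, 30 min, then polarization read.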
TSG101-PTAP inh = blocks PTAP/TSG101 interaction to inhibit HIV-1 budding | Potency, µM (series often up to 115 µM), for the others: top-dose activity change, negative = inhibition, hits mostly inhibitors | Fluorescence polarization, FITC-PTAP peptide / Tsg101 binding | Q99816 | 340,000 tested, under 10 active; active = well fitted inhibition curve with a large enough effect in the main read-out, with a control signal flat, not every such curve was filed as active; inconclusive = small, poorly fitted or top-dose-only effect, or effect the other way, or a change in a side signal; inactive = no such curve, though single readings can be large or run the other way; note: potency is the fitted concentration of half-maximal effect; % of control where 0% means no effect
Target sequence (Q99816 whole entry, looked up): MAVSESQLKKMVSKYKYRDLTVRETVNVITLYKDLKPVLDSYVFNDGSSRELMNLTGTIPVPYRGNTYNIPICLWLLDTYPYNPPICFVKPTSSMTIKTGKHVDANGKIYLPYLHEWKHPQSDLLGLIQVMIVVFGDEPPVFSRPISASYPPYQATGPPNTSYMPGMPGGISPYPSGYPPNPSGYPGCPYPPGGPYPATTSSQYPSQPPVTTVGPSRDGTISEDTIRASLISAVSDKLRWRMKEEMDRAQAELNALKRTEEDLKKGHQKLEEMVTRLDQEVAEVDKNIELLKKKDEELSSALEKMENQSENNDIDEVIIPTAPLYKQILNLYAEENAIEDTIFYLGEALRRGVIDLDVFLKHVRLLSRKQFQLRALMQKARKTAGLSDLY
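FP read-out: FITC-PTAP peptide, 50 nM final, binding Tsg101 binding domain, 10 uM final; 20 min, r.t.; 10 mM HEPES pH 7.5, 0.15 M NaCl, 0.01% Tween 20, 3 mM EDTA, 0.1 mM TCEP.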
TCR activator = activates T cell receptor signaling; AID 504894; 330,000 tested, under 10 active; Potency, µM (top dose mostly 9.22 µM), without a hit: at the highest dose activation of IL-2 secretion, most hits filed as activators; primary human leukocytes, anti-CD3, IL-2 HTRF, 48 h; note: % of control where 0% means no effect
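HTRF read-out of IL-2 secretion: europium cryptate donor excited at 320nm, d2 acceptor emission at 665nm. Cells were primary human leukocytes incubated 48 hr with compounds and a-CD3 beads, supplying TCR signal only.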
TRPV1 agonist = agonists of human vanilloid receptor 1 (TRPV1). Q8NER1. TRPV1-expressing cells, Fluo-8 calcium influx, agonist mode. activation, % at 8.33 µM. actives 0.19% (n = 320,000). AID 540275; in the data active = activation above about 80%; inconclusive = between about 30% and that limit; note: 0% is about no effect
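Cells expressing TRPV1 were dye-loaded with Fluo-8 and read kinetically: 10 s baseline, 3 min after compound (agonist portion), then 2 min after EC20 capsaicin (allosteric enhancer portion). Calcium-bound dye fluorescence at 480/520 nm.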
B2AR arrestin = agonists driving beta-arrestin recruitment to human beta2-adrenergic receptor; P07550; beta-arrestin recruitment to beta2AR, cell-based reporter; Potency, µM (top dose mostly 46.1 µM), for the others: at the top dose activation, actives largely listed as activators; actives 0.02% (n = 330,000);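 note: potency is the fitted concentration of half-maximal effect; 0% = DMSO controls and full agonism = EC100 isoproterenol or metaproterenol; nearly all actives have a fitted effect of over 65% in size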
Target sequence (P07550 whole entry, looked up): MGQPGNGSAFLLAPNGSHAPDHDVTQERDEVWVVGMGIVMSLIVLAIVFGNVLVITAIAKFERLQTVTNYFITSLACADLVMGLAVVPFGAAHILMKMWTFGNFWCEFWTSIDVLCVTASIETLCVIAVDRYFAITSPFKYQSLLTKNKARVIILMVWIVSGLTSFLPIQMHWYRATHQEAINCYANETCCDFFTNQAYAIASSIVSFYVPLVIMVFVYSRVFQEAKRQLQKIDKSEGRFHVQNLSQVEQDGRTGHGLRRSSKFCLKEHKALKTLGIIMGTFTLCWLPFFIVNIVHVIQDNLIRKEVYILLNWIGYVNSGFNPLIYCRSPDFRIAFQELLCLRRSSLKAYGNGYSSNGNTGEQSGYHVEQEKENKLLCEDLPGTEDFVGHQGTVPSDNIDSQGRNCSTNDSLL
p53 reactivation = restores transcriptional activity of mutant p53. H1299 p53-A138V BP100-luciferase reporter, luminescence, 24 h. Potency, µM (highest dose often 92.2 µM), inactives show top-dose activity change, positive = activation, usual class: activators. actives 0.063% (n = 320,000). AID 504706; note: potency is the fitted concentration of half-maximal effect; % of control where 0% means no effect; nearly all actives have a fitted effect of over 45% in size
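H1299 (p53-null), stable ts p53-A138V + BP100-Luc; 1000 cells/well, Opti-MEM/10% FBS; cpd 4 pt, 1:5; 24 h, 37 deg C, 5% CO2; detection reagent 10 min RT; luminescence.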
Integrin act MD = integrin-mediated muscular dystrophy alleviation activation | alpha7betagal myoblasts, beta-gal FDG fluorescence, 48 h | Potency, µM (series often up to 38.3 µM), without a hit: at the top dose activation, actives largely listed as activators | actives 0.064% (n = 350,000);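 note: potency is the fitted concentration of half-maximal effect; 100% = response of the positive control SU9516; nearly all actives have a fitted effect of over 60% in size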
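Alpha7betagal+/- myoblasts (passage 13) were plated 16-24 hr, then exposed to compounds (1:260 dilution of DMSO stock) for 48 hours at 37C. After MPER lysis, β-galactosidase reporter activity was read as FDG fluorescence (ex 480/em 540) after 30 minutes.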
BRCA1 expr up = activators of BRCA1 expression; AID 624202; actives 1.1% (n = 380,000); Potency, µM (highest dose often 46.1 µM), for inactives: at the highest dose activation, most hits filed as activators; MCF7-BRCA1-FFLuc reporter, luminescence, 48 h; response scale: scaled: vehicle 0%, 10 µM genistein 100%; note: potency is the fitted concentration of half-maximal effect; nearly all actives have a fitted effect of over 80% in size; some results filed as inactive show a strong effect at the top dose
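MCF7 cells carrying a BRCA1-firefly luciferase reporter (2000 cells/well, phenol-red free MEM) were attached for 2 h at 37 °C, then given compounds for 48 h. Luminescence was read 15 min after luciferase reagent; activity normalized to genistein (10 microM) and DMSO.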
* = called active by the depositor; ? = inconclusive; . = no result given; [ ] = dose if it differs, or a comment. Unless noted, calls come from the whole dose curve; as a rule, active = well fitted curve in the direction sought with a large enough effect; inconclusive = small, poorly fitted or top-dose-only effect, or another doubt; inactive = no such curve, though single readings can be large; an effect the other way counts as inactive or inconclusive.

The line under a structure holds: AT treatment	ELG1 repair inh	CXXC DNA block	TSG101-PTAP inh	TCR activator	TRPV1 agonist	B2AR arrestin	p53 reactivation	Integrin act MD	BRCA1 expr up
- O=C(CN(C1CCCCC1)S(=O)(=O)c1ccc(F)cc1)Nc1ccc2c(c1)OCO2
    -3%	?	-2%	-5%	-10%[46.1 µM]	-1	-0.7%	9%	-2%	-1%
- COc1ccc(C2Nc3ccccc3C(=O)N2O)cc1CN1CCOCC1 (stereo unspecified)
    -1%	-5%	-2%	-3%	-2%[46.1 µM]	1	-0.9%	25%	-20%	-20%
- CC(=O)Nc1cccc(C(=O)OC(C)C(=O)NC(=O)NC2CCCCC2)c1 (stereo unspecified)
    6%	5%	.	0%	1%	?	0.0%	4%	-13%	-15%
- CSc1nc(C(=O)N2CCCC(Nc3ccc(C)c(C)c3)C2)cs1 (stereo unspecified)
    2%	-15%	?	-12%	-2%	?	-0.9%	-3%	-7%	-22%
- O=C(c1ccc(COc2ccc(Cl)cc2)o1)N1CCN(Cc2ccc3c(c2)OCO3)CC1
    2%	-29%	-4%	-6%	-21%	-1	-0.1%	4%	-23%	-59%
- COC(=O)CON1C(=O)c2ccccc2C1=O
    3%	2%	4%	-3%	3%	2	0.2%	4%	17%	10%
- CCOCC(=O)NCc1ccc2c(c1)OCO2
    .	.	1%	-3%	10%	1	.	.	3%	10%
- Cc1ccc(NC(=O)COc2coc(CN3CCc4ccccc4C3)cc2=O)c(C)c1
    4%	?	.	0%	.	1	-0.1%	7%	-7%	-26%
- Cc1cc(NC(=O)CSc2nc(-c3ccc(Br)cc3)nc3c2c(=O)n(C)c(=O)n3C)no1
    1%	19%	-5%	.	0%	2	-0.4%	14%	-12%	-12%
- CCOc1ccccc1NC(=O)CSc1nnc(Cn2c(=O)sc3ccccc32)n1C
    3%	-8%	5%	-7%	13%[46.1 µM]	-2	-1.7%	-3%	-4%	-6%
- CC(C)Oc1ccc(N2CC(C(=O)Nc3ccc(N4CCOCC4)cc3)CC2=O)cc1 (stereo unspecified)
    0%	3%	-2%	1%	2%[46.1 µM]	-2	-0.6%	3%	11%	-8%
- COc1ccc(CC(=O)N[C@@H]2c3ccccc3CC[C@@H]2OCc2ccccc2)cc1
    9%	24%	.	-1%	-3%[46.1 µM]	.	0.7%	10%	13%	-5%
- Cc1cccc(CS(=O)(=O)Cc2ccc(C(=O)NCCc3ccccc3)o2)c1
    0%	6%	3%	-7%	2%	?	-0.1%	4%	17%	5%
- C=CCSc1nc2c(c(=O)[nH]1)C(c1ccccc1)C(C#N)=C(N)O2 (stereo unspecified)
    ?	8%	28%	-5%	0%	1	0.1%	3%	5%	2%
- CC1CN(C(=O)CN2C(=O)NC3(CCCCCCC3)C2=O)CC(C)O1 (stereo unspecified)
    0%	-3%	5%	1%	5%	2	-0.6%	-9%	20%	1%
- CC(c1ccon1)N(C)Cc1cn(C)nc1-c1ccc2c(c1)OCCO2 (stereo unspecified)
    -7%	0%	-6%	-1%	5%	3	3.1%	2%	-10%	-21%
- COc1ccc(N2CCN(C(=O)C3CCN(S(=O)(=O)c4ccc5c(c4)oc(=O)n5C)CC3)CC2)cc1
    -8%	6%	0%	-3%	-6%	-3	-1.0%	15%	24%	0%
- CC1CCC(NC(=O)C2CCC(CNc3c(N4CCCCC4)c(=O)c3=O)CC2)CC1 (stereo unspecified)
    -5%	-14%	-8%	0%	5%	-1	0.4%	1%	10%	0%
- CN1CCN(C(=O)c2ccc(C(F)(F)F)cc2)CC1
    3%	17%	-2%	-2%	7%	1	-0.3%	0%	0%	-3%
- COc1ccc(NCN2C(=O)C3C4C=CC(C4)C3C2=O)cc1 (stereo unspecified)
    -4%	?	5%	3%	-3%	1	-0.5%	1%	-4%	-3%

The results go on:
The line under a structure holds: AT treatment	ELG1 repair inh	CXXC DNA block	TSG101-PTAP inh	TCR activator	TRPV1 agonist	B2AR arrestin	p53 reactivation	Integrin act MD	BRCA1 expr up
- O=c1c2ccccc2nnn1CSc1nc2sc3c(c2c(=O)n1CC1CCCO1)CCC3 (stereo unspecified)
    5%	-24%	-9%	1%	-2%	5	0.1%	5%	-36%	-26%
- COc1ccccc1NC(=O)CCNS(=O)(=O)c1ccc2[nH]c(=O)oc2c1
    0%	4%	-7%	2%	3%	0	-0.9%	-1%	56%	-1%
- COc1cc2ccccc2cc1C(=O)Nc1ccccc1N1CCN(S(C)(=O)=O)CC1
    .	.	-6%	-2%	-3%	-1	.	.	11%	-28%
- CCOC(=O)CSc1ccc2nnc(CCNS(=O)(=O)c3ccc(C)cc3)n2n1
    2%	14%	-4%	-2%	0%	2	-0.2%	-1%	-17%	-9%
- Cc1cccc(CCNC(=O)c2cccc3c2C(=O)N(C2CCCCC2)C3)c1
    5%	-3%	-3%	-6%	-3%	?	-0.1%	4%	38%	-2%
- C=CCSc1nnc(NC(=O)C2=COCCO2)s1
    12%	?	.	-1%	0%	4	-0.2%	?	-16%	104%
- COC(=O)c1[nH]c2ccc(C)cc2c1NC(=O)CN1CCC(C)CC1
    .	0%	-7%	-6%	.	?	0.4%	-5%	16%	-29%
- CCC(Nc1nc(-c2ccccc2)nc2ccccc12)C(=O)O (stereo unspecified)
    14%	-1%	-9%	-4%	-1%	-3	0.2%	0%	-13%	1%
- Cc1ccc(CNC(=O)Cn2c(=O)n(CC(=O)N3CCCCC3)c(=O)c3sccc32)cc1
    1%	13%	-1%	2%	2%	1	0.0%	-7%	30%	-1%
- COc1ccccc1NC(=O)CSc1nnnn1-c1ccc2c(c1)OCO2
    -1%	-13%	5%	0%	-2%	18	-0.2%	4%	7%	-38%
- CCN1CCN(C(CNS(=O)(=O)c2ccc(Cl)cc2)c2ccccc2)CC1 (stereo unspecified)
    2%	12%	3%	-9%	1%	1	0.2%	-14%	-3%	1%
- COC(=O)CSC(=S)N1CCCC(C)C1 (stereo unspecified)
    2%	1%	-3%	-3%	-5%	3	-0.1%	-1%	27%	-1%
- CCN(CC)C(=O)c1scc2c1OCCO2
    -3%	?	3%	-1%	9%	4	-0.5%	-5%	8%	26%
- Cc1cc(=O)[nH]c2cc(Cl)ccc12
    9%	11%	8%	-6%	8%	0	-0.2%	-10%	-6%	6%
- CCOc1ccc(-c2csc(Cn3c(CN4CCN(C)CC4)nc4ccccc4c3=O)n2)cc1
    0%	21µM*	33%[activator]	0%	2%[46.1 µM]	3	0.1%	2%	-38%	-53%
- O=C(CCN1C(=O)c2ccccc2S1(=O)=O)Nc1ccc(F)c([N+](=O)[O-])c1
    -13%	-4%	.	1%	3%	-2	-0.2%	7%	6%	-1%
- Cn1cnc(S(=O)(=O)N2CCc3ccccc32)c1
    .	10%	2%	-4%	2%	-7	0.0%	-1%	12%	6%
- CSc1cccc(NC(=O)Nc2ccc(Cl)cc2)c1
    -5%	?	0%	-4%	0%	?	0.1%	21%	45%	7.9µM*
- O=C(CC1SC(N2CCCC2)=NC1=O)Nc1ccc(C(=O)N2CCCC(C(F)(F)F)C2)cc1 (stereo unspecified)
    -3%	1%	.	-2%	-1%	1	-0.4%	-5%	11%	-1%
- O=C(COC(=O)c1ccc(O)cc1)Nc1cccc(S(=O)(=O)N2CCCCC2)c1
    4%	0%	-2%	-5%	4%	26	2.8%	-5%	-19%	-7%

Some entries already given, showing only TCR activator, AT treatment and BRCA1 expr up:
canonical_smiles,TCR activator,AT treatment,BRCA1 expr up
CCN1CCN(C(CNS(=O)(=O)c2ccc(Cl)cc2)c2ccccc2)CC1 (stereo unspecified),1%,2%,1%
O=C(CCN1C(=O)c2ccccc2S1(=O)=O)Nc1ccc(F)c([N+](=O)[O-])c1,3%,-13%,-1%
O=C(COC(=O)c1ccc(O)cc1)Nc1cccc(S(=O)(=O)N2CCCCC2)c1,4%,4%,-7%
Cc1cc(=O)[nH]c2cc(Cl)ccc12,8%,9%,6%
COc1cc2ccccc2cc1C(=O)Nc1ccccc1N1CCN(S(C)(=O)=O)CC1,-3%,.,-28%

An excerpt from above in order of their number in B2AR arrestin, descending.
structure,B2AR arrestin
O=C(COC(=O)c1ccc(O)cc1)Nc1cccc(S(=O)(=O)N2CCCCC2)c1,2.8%
COC(=O)c1[nH]c2ccc(C)cc2c1NC(=O)CN1CCC(C)CC1,0.4%
C=CCSc1nnc(NC(=O)C2=COCCO2)s1,-0.2%
